Bioassay records deposited in PubChem BioAssay by several laboratories.
Anthrax LF inh2: blocks Bacillus anthracis lethal factor protease. actives 0.12% (n = 360,000). inhibition, % at 10 µM. multiplex microsphere protease cleavage assay, LF. AID 588501; also: plate controls were buffer without enzyme for full effect and enzyme alone for no effect
FBA Mtb inh: inhibits M. tuberculosis FBA enzyme; P9WQA3; purified M. tuberculosis FBA, fluorescence read-out; inhibition, % at 1 µM; actives 2.3% (n = 360,000); AID 588726; in the data active = inhibition above about 27%;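 also: 0% = vehicle and 100% = reference inhibitor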
Target sequence (P9WQA3 whole entry, looked up): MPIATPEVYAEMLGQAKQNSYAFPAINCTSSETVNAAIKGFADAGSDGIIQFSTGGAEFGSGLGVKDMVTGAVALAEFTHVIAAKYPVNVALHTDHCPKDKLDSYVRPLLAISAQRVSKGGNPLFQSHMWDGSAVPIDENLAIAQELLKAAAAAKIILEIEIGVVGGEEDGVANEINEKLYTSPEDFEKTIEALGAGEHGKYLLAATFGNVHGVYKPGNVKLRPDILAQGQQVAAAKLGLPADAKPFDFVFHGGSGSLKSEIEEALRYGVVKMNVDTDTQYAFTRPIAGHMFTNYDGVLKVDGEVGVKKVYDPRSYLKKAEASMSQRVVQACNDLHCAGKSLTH
BoNT-F LC inh: BoNT F light chain protease inhibition; inhibition, % at 10 µM; Multiplex microsphere protease cleavage assay, flow cytometry; actives 0.22% (n = 360,000); AID 588497; in the data active = inhibition above about 35%, passing the limit was not always enough; inconclusive = no clear call, values can overlap the other calls; also: plate controls were buffer without enzyme for full effect and enzyme alone for no effect
Mtb UGM inh: inhibitors of M. tuberculosis UDP-galactopyranose mutase; P9WIQ1; inhibition, % at 10 µM; purified UGM, fluorescence polarization probe displacement; actives 0.06% (n = 320,000); in the data active = inhibition above about 10%, passing the limit was not always enough; inconclusive = no clear call, values can overlap the other calls
Target sequence (P9WIQ1 whole entry, looked up): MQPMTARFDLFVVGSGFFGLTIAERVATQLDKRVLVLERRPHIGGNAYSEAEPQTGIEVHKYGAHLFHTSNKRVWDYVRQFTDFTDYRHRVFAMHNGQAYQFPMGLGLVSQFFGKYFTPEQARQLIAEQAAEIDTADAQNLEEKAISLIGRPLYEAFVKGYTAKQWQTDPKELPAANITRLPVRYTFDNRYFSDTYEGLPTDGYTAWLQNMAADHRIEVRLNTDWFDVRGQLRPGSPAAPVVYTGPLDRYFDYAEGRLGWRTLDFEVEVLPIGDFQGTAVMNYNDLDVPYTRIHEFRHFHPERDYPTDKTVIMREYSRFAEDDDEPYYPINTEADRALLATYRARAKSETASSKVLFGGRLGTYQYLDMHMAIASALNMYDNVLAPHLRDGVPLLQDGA
BoNT-A LC inh2: blocks Botulinum neurotoxin A light chain protease | multiplex microsphere protease substrate cleavage, flow cytometry | inhibition, % at 10 µM | actives 0.17% (n = 360,000); also: plate controls were buffer without enzyme for full effect and enzyme alone for no effect
PfHsp40 rescue: rescue of PfHsp40-mediated yeast toxicity | S. cerevisiae expressing PfHsp40, growth rescue, ATP luminescence | growth rescue, % at 12.5 µM | actives 0.68% (n = 340,000) | AID 504582; in the data active = growth rescue above about 28%, passing the limit was not always enough; inconclusive = no clear call, values can overlap the other calls;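 also: yeast W303a lacking pdr1 and pdr3 grown in galactose medium; growth measured after three days at 30 °C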
GDH-TPI inh: counter-screen for M. tuberculosis FBA inhibitors: GDH-TPI coupled enzymes; AID 588335; actives 1.2% (n = 360,000); GDH-TPI coupled enzyme counterscreen, NADH absorbance; inhibition, % at 4.8 µM; in the data active = inhibition above about 30%;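 also: 0% = DMSO wells and 100% = wells lacking the enzyme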
BioA inh: blocks M. tuberculosis BioA enzyme activity. purified M. tuberculosis BioA enzyme, plate reader. AID 602481. inhibition, % at 9.99 µM. actives 0.096% (n = 360,000); in the data active = inhibition above about 40%; inconclusive = no clear call, values can overlap the other calls
FadD28 binding: inhibitors of Mycobacterium tuberculosis FadD28 bisubstrate binding; inhibition, % at 12.5 µM; FadD28 bisubstrate probe binding, fluorescence polarization; actives 0.22% (n = 360,000); in the data active = inhibition above about 8.5%, passing the limit was not always enough; inconclusive = no clear call, values can overlap the other calls
The depositor's hits bear a star; ? = inconclusive; . = no result given; & = joins results of further samples. Rule as the data show it, unless noted: active = inhibition above about 30%; inconclusive = no clear call, values can overlap the other calls; inactive = below that.

SMILES	Anthrax LF inh2	FBA Mtb inh	BoNT-F LC inh	Mtb UGM inh	BoNT-A LC inh2	PfHsp40 rescue	GDH-TPI inh	BioA inh	FadD28 binding
CCn1c(/C=C/Nc2ccccc2)[n+](CC)c2ccc(C(=O)OCC(F)(F)F)cc21	-2	0	-2	.	0.8	-1.1	20	1.6	-4.4
O=C(C[C@@H]1C[C@H]2c3cc(NC(=O)c4cccnc4)ccc3O[C@H]2[C@H](CO)O1)NCc1ccc(Oc2ccccc2)cc1	1	1	-7	.	0.0	.	12	1.2	-4.8
CCNC(=O)N1C(CC(=O)OCC)C(=O)NC2CCCCC21 (configuration not stated)	-1	-7	1	0.9	-0.1	0.1	-3	-0.4	-3.3
Cc1ccc(S(=O)(=O)NCC(=O)N(CC(=O)NC(C)(C)C)Cc2ccc3c(c2)OCO3)cc1	-4	0	-2	-5.7	-1.0	24	-2	-1.6	0.9
CCOC(=O)C1CCN(c2nc(C)nc3c2oc2ccccc23)CC1	-2	5	-13	0.0	-0.4	2.1	9	1.1	-2.9
Cc1noc(NS(=O)(=O)c2ccc(NC(=O)c3oc4ccc(F)cc4c3C)cc2)c1C	0	-2	5	.	0.0	1.0	8	3.0	0.7
CC1CCc2nc(NCCO)nc(C(F)(F)F)c2C1 (configuration not stated)	-4	6	-13	3.9	-0.1	-1.4	1	0.9	1.8
O=C(CCc1c[nH]c2ccccc12)NCCc1ccc2c(c1)OCCO2	-2	-1	5	1.3	1.3	-0.7	-13	-1.0	-3.6
Cn1nc(C(=O)NCCc2ccc(S(N)(=O)=O)cc2)c2c1-c1ccccc1S(=O)(=O)C2	-2	1	8	-2.4	1.9	16	5	0.0	-3.2
COc1ccc2ccccc2c1CNC(C)c1ccccc1 (configuration not stated)	2	3	-52	-0.7	-3.2	3.5	9	-0.9	-2.8
Cc1ccc(NCC(=O)N/N=C/c2cccn2C)cc1	.	0	.	-0.6	.	-0.2	35*	-0.2	-1.0
CCC1CCCCN1CCCNC(=O)CSc1nc2nc(C)c(Cc3ccccc3)c(C)n2n1 (configuration not stated)	-2	1	-6	1.6	1.9	-0.4	-4	38	1.1
CC(C)c1ccc(NC(=O)NC2CC3CCC(C2)N3Cc2cccs2)cc1 (configuration not stated)	3	4	-3	0.5	-0.3	-0.8	5	.	-0.7
CN(CC(=O)Nc1c(Cl)cccc1Cl)C(=O)Cn1[nH]c(=O)c2ccccc2c1=O	2	1	-4	1.5	2.9	-0.8	0	-0.5	.
COc1ccc(CN2C(=O)C(C)Nc3ncnc(N4CCN(c5ccccc5)CC4)c32)cc1 (configuration not stated)	-4&-3	-1&3	-18&-11	0.8	-0.5&-0.8	-0.5	11	-0.3&-0.9	-4.3&-1.7
CCNC(=O)Nc1cc2nc(C)n(Cc3ccc(Br)cc3)c2nc1C	7	1	19	-2.5	0.4	0.8	10	7.8	-1.9
O=C1CC(N2C(=O)/C(=C/C=C/c3ccccc3)SC2=S)C(=O)N1c1ccccc1 (configuration not stated)	35*	-2	21	-0.3	64*	-2.4	17	.	-2.4
Cc1ccccc1NC(=O)c1cccc(C(F)(F)F)c1	0	1	-8	0.6	-0.7	2.6	0	0.1	-3.2
Cc1cc(C(=O)CCC(=O)Nc2ncccc2C)c(C)s1	.	-2	.	-1.5	.	0.1	7	-1.0	-2.3
COc1ccc(CN(C)C(=O)c2cccc(S(=O)(=O)N3CCCc4ccccc43)c2)c(OC)c1OC	-3	-2	-3	.	-0.4	0.5	0	-1.0	-3.5
Cc1cc(/C=N/NC(=O)COc2cccc3cccnc23)c(C)n1-c1ccc(O)cc1	-2	0	3	0.1	0.4	-0.3	-1	.	-0.9
Cc1c(C)c2c(OCC(=O)NCc3ccco3)cc3c(c2oc1=O)CCC(C)(C)O3	6	34*	-9	0.2	-0.7	-1.2	16	-1.1	-2.0
O=C(COc1ccc(Br)cc1)N1CCN(c2ccc([N+](=O)[O-])c(N3CCCCC3)c2)CC1	-9	-7	-15	-0.8	-2.5	1.4	10	1.8	-1.0
C[C@H]1CN([C@@H](C)CO)C(=O)CCCn2cc(nn2)CO[C@@H]1CN(C)C(=O)Nc1ccc(N2CCN(C)CC2)cc1	2	5	0	.	-0.1	.	3	-0.7&0.8	-0.4
O=c1[nH]cccc1-c1nc2cc(Cl)ccc2n1Cc1ccccc1	8	77*	16	-0.2	1.2	-0.8	1	-0.8	-1.0
COc1ccc2c(=O)c(-c3cnn(-c4ccccc4)c3)c(C)oc2c1	-2	3	-15	0.2	-1.5	?	-7	32	-2.7
Cc1cccc(OC2CCN(Cc3c(C(=O)N4CCCC4)nc4ccccn34)CC2)c1	-1	0	-1	-1.8	0.9	-0.4	7	.	-1.7
CC(C)c1ccc(OCc2ccc(C(=O)N3CCN(c4ccccn4)CC3)cc2)cc1	3	-1	3	3.2	-0.4	1.0	11	7.0	-0.6
CC1CCN(C(=O)CCc2ccc(Oc3cc([N+](=O)[O-])cc([N+](=O)[O-])c3)cc2)CC1	-5	0	0	0.4	-0.3	?	4	.	0.6
N#Cc1cn(CCCOc2ccccc2)c2ccccc12	-5	1	0	-0.1	-0.7	6.0	6	-2.3	-3.0
CCc1ccc(NC(=S)NC(=O)c2c(-c3ccccc3Cl)noc2C)cc1	4	-1	?	0.9	-0.9	1.9	13	.	-0.2
Cc1ccc(C(C)C)c(OCC(=O)Nn2c(=O)[nH]c3ccccc3c2=O)c1	2	4	-3	1.1	0.5	0.3	-1	.	-4.6
O=C(O)c1c[nH]ccc1=O	-6	3	-10	-1.2	0.1	-0.2	-5	.	-0.9
FC(F)(F)c1cccc(CN2CCN(c3ncccn3)CC2)c1	-10	1	2	0.1	-0.1	-1.9	10	.	-0.8
OC(CNCc1ccccc1)(c1ccc(F)cc1)c1ccc(F)cc1	-5	0	-20	-1.9	0.2	-0.4	-5	0.2	-2.8
O=C(O)CP(=O)(c1ccccc1)c1ccccc1	1	-1	-7	-0.1	-0.5	0.9	7	1.8	-3.2
CCN(CC)CCCNC(=O)c1cc(-c2ccc(Cl)cc2)on1	-1	2	-2	1.4	-0.4	0.1	14	-0.6	-2.6
O=C(c1ccc(Cl)cc1)N1CCN(C(=O)C2CCCCC2)CC1	8	-2	-5	-2.2	-0.3	-0.2	0	2.0	0.4
Cc1onc(-c2c(Cl)cccc2Cl)c1C(=O)N1CCN(c2ccc(F)cc2)CC1	-2	1	-24	1.9	-7.6	3.5	-1	2.0	-3.0
O=[N+]([O-])c1ccc(O)c(C2=NNC(c3ccccc3F)C2)c1 (configuration not stated)	-3	8	-4	2.1	-0.6	-1.0	36*	-0.4	-1.6
Cn1c(=O)c(=O)n(C)c2cc(S(=O)(=O)N3CCCCCC3)ccc21	-4	1	-2	-0.9	?	-0.6	5	-0.6	-2.8
Cc1cccc(C(=O)NC(=S)N2CCc3ccccc3C2)c1	1	0	0	2.6	0.5	6.4	6	.	-5.3
COc1ccccc1N1CCN(C(=O)c2cc(-c3ccc(C)cc3)on2)CC1	6	2	7	0.2	0.2	6.3	2	-0.6	0.6
Cc1ccc(CSCCNC(=O)CSCc2ccc([N+](=O)[O-])cc2)cc1	-3	-2	-3	-2.8	-0.3	7.9	1	.	-4.1
CCN(CC(=O)Nc1ccc(NC(C)=O)cc1)C(=O)c1ccc(N2CCC(C)CC2)c([N+](=O)[O-])c1	1	1	-9	1.3	0.8	0.0	-2	7.6	-0.4
CCSc1ncc(/C=N/Nc2ccccc2)n1C	-2	2	-26	-0.2	-1.8	-0.1	-3	0.2	-5.0
O=C(Nc1cc(C(=O)N2CCCC2)ccc1N1CCCC1)C1CC1	-1	-1	-3	-1.3	?	-0.9	4	-1.2	-0.2
COc1ccc(C2NC(=O)CCC2[N+](=O)[O-])cc1 (configuration not stated)	-8	2	-5	0.1	-1.0	-1.9	-14	-1.4	0.4
N=C1/C(=C\c2ccc(SCc3ccccc3)o2)C(=O)N=C2SC=NN12	-1	-1	-3	1.5	0.3	-1.6	21	-3.3	0.3
CCN(CC)C(=O)n1c(Cc2ccccc2)nc2ccccc21	.	0	.	4.4	.	-1.2	10	-0.2	-1.1

(more compounds)
SMILES	Anthrax LF inh2	FBA Mtb inh	BoNT-F LC inh	Mtb UGM inh	BoNT-A LC inh2	PfHsp40 rescue	GDH-TPI inh	BioA inh	FadD28 binding
COC(=O)c1cc(=O)n(Cc2cccs2)c(=Nc2ccc(F)cc2)s1	-1	-2	-2	-5.0	-0.5	0.3	5	-0.9	-0.6
CC(C#N)(Cc1ccccc1)Nc1ccccc1 (configuration not stated)	-3	0	4	-1.5	-0.8	-2.0	-3	.	-1.0
COc1ccc(CC(=O)N[C@@H]2c3cc(OC)c(OC)cc3C[C@H]2OCc2ccccc2)cc1	-4	-2	8	.	0.0	-0.9	1	-0.7	-2.3
Cc1ccc(C(=O)N/N=C2\CCSC2)cc1[N+](=O)[O-]	-7	-3	-10	1.9	-1.8	-1.0	3	1.2	-3.1
CCCCN1C(=O)C2C3C=CC(C2C1=O)C1C2C(=O)N(CCCC)C(=O)C2C31 (configuration not stated)	1	2	-6	0.3	-0.2	-0.6	3	.	-2.6
CN(Cc1cc2ccccc2[nH]c1=O)C(=O)COc1ccccc1	-2	0	-2	-0.6	-1.7	2.1	13	.	-2.2
Oc1ccc(/C=N/n2c(-c3ccco3)csc2=Nc2cccnc2)c(O)c1	-1	-3	-16	-1.1	-1.8	-0.6	25	.	-2.0
Cc1nn(Cc2c(F)c(F)c(F)c(F)c2F)c(C)c1NC(=O)c1ccc(COc2ccc(Cl)cc2Cl)o1	-1	0	-4	-0.9	-0.6	?	2	.	-5.2
Cc1nc(Nc2cc(F)ccc2C)c2nnn(Cc3ccccc3)c2n1	8	2	?	-1.7	-1.7	2.1	-6	1.1	-2.2
NC(=O)c1nsc(C(=O)N(CC(=O)NC2CCCCC2)c2ccc(Cl)cc2)c1N	-18	0	-17	-1.0	-2.4	-0.4	7	0.4	-1.1

Some entries already given, limited to FadD28 binding.
Structure	FadD28 binding
CC(C#N)(Cc1ccccc1)Nc1ccccc1 (configuration not stated)	-1.0
COc1ccc(CC(=O)N[C@@H]2c3cc(OC)c(OC)cc3C[C@H]2OCc2ccccc2)cc1	-2.3
Cc1ccc(C(=O)N/N=C2\CCSC2)cc1[N+](=O)[O-]	-3.1

Returning to the listing; the 2 compounds before the break are reprinted first.
SMILES	Anthrax LF inh2	FBA Mtb inh	BoNT-F LC inh	Mtb UGM inh	BoNT-A LC inh2	PfHsp40 rescue	GDH-TPI inh	BioA inh	FadD28 binding
Cc1nc(Nc2cc(F)ccc2C)c2nnn(Cc3ccccc3)c2n1	8	2	?	-1.7	-1.7	2.1	-6	1.1	-2.2
NC(=O)c1nsc(C(=O)N(CC(=O)NC2CCCCC2)c2ccc(Cl)cc2)c1N	-18	0	-17	-1.0	-2.4	-0.4	7	0.4	-1.1
COc1cc(OC)c(NS(=O)(=O)c2cn(C)cn2)cc1Cl	-4	4	5	1.0	0.1	-1.0	-9	-0.5	-3.3
CCCC1Cc2c(sc(N)c2C#N)CO1 (configuration not stated)	-4	-1	-4	-3.7	-0.9	0.2	2	2.9	-4.1
CC(Cc1cccs1)N(Cc1ccc(Cl)cc1)C(=O)c1ccncc1 (configuration not stated)	5	2	-11	2.4	-0.9	8.1	-6	2.9	-1.6
COc1ccc(N2C(=O)CCC(C(C)=O)=C2C)cc1	-2	-2	1	0.4	?	-0.2	12	-1.8	-0.7
COc1ccccc1OCc1nc2ccccc2s1	3	-1	-6	1.9	0.7	-1.1	5	0.3	-1.7
O=[N+]([O-])c1ccccc1N=Nc1ccc(O)cc1	-7	-5	-1	2.1	-1.0	12	7	.	-0.4
O=C(COc1ccc(-c2nnco2)cc1)N1CCOCC1	-1	3	0	-0.2	-0.2	-1.5	5	7.9	-0.6
COc1ccc(OCCN(C)Cc2c(O)ccc3ccccc23)cc1	-6	6	8	-1.1	1.0	-0.7	1	-0.5	0.2
O=C(COc1ccc(Br)cc1)N1CCN(c2ccccc2)CC1	-2	-1	-3	1.8	0.4	0.1	-4	0.9	-3.6
Cc1c(C(=O)NCCN2CCOC2=O)oc2c(F)cccc12	-3	2	-3	-1.0	0.9	0.9	6	7.1	-0.9
